PolyA inhibitor: yeast polyadenylation inhibition | S. cerevisiae SKY197-pL101 polyadenylation reporter, beta-gal luminescence; efflux-impaired pdr1/pdr3 knockout yeast; score 100 = 6 SD above DMSO | AID 1875 | calls only at 12 µM | 300,000 compounds, 0.02% hits;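 active = lowest replicate activity score at least 50, where 100 means six control SD above control mean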;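 also: yeast exposed to compound for 9 h at 30 °C; higher score means more reporter readthrough which indicates perturbed polyadenylation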
IEC-6 tox: kills IEC-6 intestinal cells in KLF5 counter-screen; IEC-6 cytotoxicity, luminescence viability; inhibition, % at 5 µM; 290,000 compounds, 0.78% hits; AID 1825; in the data active = inhibition above about 22%;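 also: 0% = plate median of test compound wells and 100% = cytotoxic reference compound wells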
HSF-1 act: increases HSF-1 driven luciferase reporter signal; NIH3T3-HGL HSF-1 luciferase reporter, MG132, 8 h; 100% = twice DMSO control signal; activation, % at 9 µM; 300,000 compounds, 1.7% hits; AID 504408;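 active = mean replicate activation of at least 50% with a set share of replicates each reaching 50%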;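 also: 0% = median of the neutral control wells and 100% = twice that signal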
aSyn UTR inh: 5' untranslated region of α-synuclein, MLPCN primary screen. inhibition, % (tested at 7.5 µM). 300,000 compounds, 0.82% hits. alpha-synuclein 5'UTR reporter, inhibitor activity; in the data active = inhibition above about 60%;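 also: H4 neuroglioblastoma cells stably carrying SNCA 5'UTR luciferase fusion; 0% = DMSO wells and 100% = positive control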
AI-2 QS mod: Vibrio harveyi AI-2 quorum sensing modulation; activity change, % at 7.5 µM; 300,000 compounds, 0.4% hits; Vibrio harveyi JMH597 AI-2 luminescence/OD600 ratio, 9 h; hits give low values; strain lacks LuxN and CqsS sensors; 0 = neutral-control median; in the data active = activity change below about -75%, passing the limit was not always enough;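 also: luminescence divided by OD600 gain over 9 h not by final OD600 alone; inactives centre near 13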
GSK3A inh: inhibitors of human GSK-3 alpha kinase. AID 2650. inhibition, % at 10 µM. P49840. ADP-Glo luminescence, 60 min. 320,000 compounds, 0.1% hits;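 in the data active = inhibition above about 50%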;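 also: GST-tagged GSK-3 alpha with peptide substrate and 25 µM ATP; 0% = DMSO neutral wells and 100% = GW8510 positive control wells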
Target sequence (P49840 whole entry, looked up): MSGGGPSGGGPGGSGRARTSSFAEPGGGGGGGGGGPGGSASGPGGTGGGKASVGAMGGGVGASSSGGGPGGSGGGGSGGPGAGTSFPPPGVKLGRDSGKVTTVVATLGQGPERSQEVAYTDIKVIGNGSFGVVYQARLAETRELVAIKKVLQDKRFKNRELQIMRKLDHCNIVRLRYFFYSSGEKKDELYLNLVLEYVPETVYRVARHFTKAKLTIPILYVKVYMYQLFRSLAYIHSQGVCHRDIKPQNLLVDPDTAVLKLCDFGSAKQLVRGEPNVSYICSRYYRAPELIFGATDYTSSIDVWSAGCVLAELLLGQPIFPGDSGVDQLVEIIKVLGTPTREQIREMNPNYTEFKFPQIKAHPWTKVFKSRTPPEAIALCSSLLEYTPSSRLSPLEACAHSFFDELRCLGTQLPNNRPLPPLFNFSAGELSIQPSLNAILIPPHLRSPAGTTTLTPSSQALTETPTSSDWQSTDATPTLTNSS
HSF1 inhib: HSF1 inhibition; AID 2098; 300,000 compounds, 0.77% hits; activity change, negative = inhibition, % at 7.5 µM (by protocol); NIH3T3-HGL HSE-luciferase, MG132-induced, luminescence 8 h; hits give low values;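 active = more than half of replicate wells show activity change below -50%, luminescence cut by over half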;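 also: luciferase reports HSF-1 transcriptional activity via heat shock element; 0% = median of DMSO wells and -100% = zero luminescence signal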
HSP90 refold inh: blocks HSP90-mediated luciferase refolding in reticulocyte lysate; Rabbit reticulocyte lysate, luciferase refolding luminescence, 3 h; inhibition, % at 5.6 µM; 290,000 compounds, 0.91% hits; AID 1789;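 active = inhibition above the screen-wide mean plus 3 SD, computed separately per campaign, cut at about 16% in these data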;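 also: 0% = DMSO wells and 100% = 60 µM geldanamycin wells; inhibitors lower the luminescence because luciferase stays unfolded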
KLF5 inhibitor: inhibitors of KLF5 expression; inhibition, % at 5 µM; 290,000 compounds, 0.23% hits; AID 1700; DLD-1 KLF5 promoter-luciferase reporter, luminescence;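 active = inhibition above a per-plate limit of that plate's mean compound inhibition plus 3 SD, cut at about 60% in these data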;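 also: 0% = DMSO wells and 100% = LY294002 at 200 µM; higher means less KLF5 promoter-driven luciferase light; inactives centre near -14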
GSK3beta inhib: blocks human GSK3beta kinase activity. AID 2097. activity score (negative = inhibition), % at 10 µM. P49841. GST-GSK3beta kinase, ADP-Glo luminescence, 60 min; hits give low values. 300,000 compounds, 0.038% hits;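 active = more than half of replicate wells score below -50%, meaning over 50% inhibition versus plate controls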;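 also: 0% = median DMSO wells and -100% = median GW8510 positive control wells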
Target sequence (P49841 whole entry, looked up): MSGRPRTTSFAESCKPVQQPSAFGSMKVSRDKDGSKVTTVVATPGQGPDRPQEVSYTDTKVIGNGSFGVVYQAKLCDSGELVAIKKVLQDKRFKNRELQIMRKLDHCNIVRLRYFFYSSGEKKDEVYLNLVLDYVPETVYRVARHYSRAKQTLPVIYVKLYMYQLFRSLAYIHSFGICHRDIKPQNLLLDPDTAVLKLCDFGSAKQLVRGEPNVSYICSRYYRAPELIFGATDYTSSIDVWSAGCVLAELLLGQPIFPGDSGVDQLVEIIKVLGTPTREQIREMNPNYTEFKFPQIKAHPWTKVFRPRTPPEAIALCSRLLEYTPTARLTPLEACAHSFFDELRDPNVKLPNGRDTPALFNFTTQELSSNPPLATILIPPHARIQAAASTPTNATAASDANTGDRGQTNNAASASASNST
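Assay system: GST-fused GSK3beta enzyme, cell-free / Medium: Tris pH 7.5 buffer with MgCl2, DTT, BSA, heparin / Also added: peptide substrate plus 25 µM ATP (final) / Compound: 10 µM single point / Timing: kinase reaction with compound 60 min at room temperature / Detection: ADP-Glo luminescence / Benchmarks: DMSO neutral wells and GW8510 at 20 µM as positive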
* = called active by the depositor; i = inactive; · = not tested or not shown.

cpd	Compound	PolyA inhibitor	IEC-6 tox	HSF-1 act	aSyn UTR inh	AI-2 QS mod
1	Cc1ccc(N2CC(O)(c3cccs3)[N+]3=C2CCCC3)cc1 (stereo unspecified)	i	4	3	-2	17
2	CC(C)(C)Nc1nc(NCc2cccnc2)nc(N2CCOCC2)n1	i	2	-3	8	17
3	Clc1ccc(/C=N/N2CCN(Cc3ccccc3Cl)CC2)cc1	i	-3	20	5	9
4	O=C(NCC(=O)N(c1ccc(F)cc1)C(C(=O)NCC1CCCO1)c1ccccc1)c1ccco1 (stereo unspecified)	i	-6	11	-3	2
5	Cc1nc(C)c(C(=O)N/N=C/c2ccco2)s1	i	-3	6	-26	8
6	COc1cccc(OCc2nnc(SCC(=O)NCc3ccco3)n2C)c1	i	1	-9	9	12
7	N#Cc1ccccc1NC(=O)CSc1n[nH]c(-c2ccco2)n1	i	8	-6	-21	31
8	COc1ccc(CNc2cc(C)ccc2C)c(OC)c1OC	i	-4	3	3	11

cpd	GSK3A inh	HSF1 inhib	HSP90 refold inh	KLF5 inhibitor	GSK3beta inhib
1	0	-4	-3	-7	1
2	-1	-2	-2	0	-2
3	5	8	1	3	-3
4	-1	1	-1	4	-1
5	8	6	-3	-8	1
6	-2	-8	2	2	-1
7	-1	-5	2	-5	1
8	-2	-8	0	-34	1

(cont.)
cpd	Compound	PolyA inhibitor	IEC-6 tox	HSF-1 act	aSyn UTR inh	AI-2 QS mod
9	CC(=O)Nc1ccc(S(=O)(=O)Oc2cccc(N3C(=O)C4CC=CCC4C3=O)c2)cc1 (stereo unspecified)	i	-7	-7	11	14
10	O=C(CSC(=S)N1CCOCC1)Nc1ncc2c(n1)CCCC2=O	i	2	-5	7	35
11	O=C(CSc1ccc(Cl)cc1)NCC1CCCO1 (stereo unspecified)	i	1	20	-10	8
12	O=C(CSc1nnc(-c2ccncc2)o1)Nc1ccccc1Cl	i	1	6	-55	10
13	COc1ccc(Br)cc1C1N2CC3(C)CN1CC(C)(C2)C3=O (stereo unspecified)	i	4	12	4	-3
14	Cc1cccc(NC2=Nc3ccccc3N3C2=Nc2c(c(C)nn2-c2ccccc2)C3c2ccc(O)c(O)c2)c1 (stereo unspecified)	i	-7	19	17	45
15	Oc1ccc(N2CCN(C(c3cccnc3)c3nnnn3Cc3ccccc3)CC2)cc1 (stereo unspecified)	i	3	2	20	18
16	CC(=O)c1cccc(NC(=O)NCCc2c[nH]c3ccccc23)c1	i	-7	-8	-20	12

cpd	GSK3A inh	HSF1 inhib	HSP90 refold inh	KLF5 inhibitor	GSK3beta inhib
9	·	-3	3	-38	-3
10	-1	-4	-3	-14	-5
11	-1	0	6	-22	-4
12	8	1	0	-49	-6
13	-2	-5	-2	10	2
14	-3	13	-1	-34	-6
15	3	4	-1	-1	-1
16	-2	-3	-6	-32	-3

Next part
cpd	Compound	PolyA inhibitor	IEC-6 tox	HSF-1 act	aSyn UTR inh	AI-2 QS mod
17	CCC1Sc2ccc(S(=O)(=O)CCC(=O)Nc3ccccc3Cl)cc2NC1=O (stereo unspecified)	i	-6	30	-7	42
18	NC(=O)C1CCN(C(=O)CCNS(=O)(=O)c2cc(Br)cnc2N)CC1	i	3	17	-1	0
19	CC1(c2nnc(Cc3ccccc3)o2)CC(c2cccnc2)=NO1 (stereo unspecified)	i	·	3	12	14
20	COC(=O)COc1ccc(C2NC(=O)NC(c3ccccc3)=C2C(C)=O)cc1Br (stereo unspecified)	i	17	0	18	17
21	CCn1c(=O)c(C(=O)NCc2ccccn2)c(O)c2ccccc21	i	4	26	3	38
22	O=C(COC(=O)CN1C(=O)NC2(CCCC2)C1=O)Nc1ccc(C(F)(F)F)cc1[N+](=O)[O-]	i	·	28	-2	0
23	CS(=O)(=O)N1N=C(c2ccccc2)CC1c1ccc2nccnc2c1 (stereo unspecified)	i	-6	8	-77	9
24	CNNC(=S)Nc1ccc(Cl)cc1	i	-1	21	0	14

cpd	GSK3A inh	HSF1 inhib	HSP90 refold inh	KLF5 inhibitor	GSK3beta inhib
17	0	11	-6	-6	2
18	-1	-2	7	3	2
19	-5	-2	·	·	0
20	2	6	4	2	-4
21	1	13	2	-15	2
22	-4	3	·	·	-1
23	7	0	-5	-22	0
24	-3	0	2	-25	-4

Next section
cpd	Compound	PolyA inhibitor	IEC-6 tox	HSF-1 act	aSyn UTR inh	AI-2 QS mod
25	CCCCCCCCS(=O)C1CS(=O)(=O)CC1O (stereo unspecified)	i	1	16	20	7
26	COc1ccc(CNC(=O)C(OC(=O)c2cccs2)C(C)C)cc1 (stereo unspecified)	i	-3	-7	11	49
27	Cc1cc(C(=O)OCC(=O)c2c(N)n(C)c(=O)n(C)c2=O)c(C)n1-c1ccccc1	i	-3	-19	-3	27
28	Fc1ccc2nc(N3CCCCC3)sc2c1	i	0	32	-129	10
29	O=C(NCc1cccs1)C1CCN(c2nc3ccccc3o2)CC1	i	-5	1	-6	22
30	CCOCCc1nnc(NC(=O)C2CCN(C(=O)c3ccco3)CC2)s1	i	-5	-12	-8	13
31	O=C(CSc1nnc(-c2ccc(O)cc2)o1)Nc1ccccc1	i	0	35	-100	·
32	Cc1ccccc1C(=O)N1CCN(c2ccc([N+](=O)[O-])c(NCc3ccco3)c2)CC1	i	-4	-9	19	-1

cpd	GSK3A inh	HSF1 inhib	HSP90 refold inh	KLF5 inhibitor	GSK3beta inhib
25	-4	3	-1	6	-6
26	2	4	-2	-13	1
27	0	3	-2	4	1
28	-1	21	0	-48	4
29	·	1	-2	-22	0
30	-4	-6	5	-20	-1
31	52*	23	-3	-186	·
32	0	-4	-3	-9	1

(next part)
cpd	Compound	PolyA inhibitor	IEC-6 tox	HSF-1 act	aSyn UTR inh	AI-2 QS mod
33	COc1ccc(C(=O)O/N=C(\N)c2ccccc2)c(OC)c1	·	8	-49	54	27
34	O=C(Nc1ccc(NC(=O)C2CCCCC2)nc1)c1cccc(F)c1	i	-2	22	-40	8
35	CC(NCc1cc(Br)ccc1OCC(N)=O)C12CC3CC(CC(C3)C1)C2 (stereo unspecified)	i	5	-16	-26	1
36	COc1ccc(OC)c2c1sc(=NC(=O)c1ccco1)n2C	i	6	-4	-45	6
37	NC(=O)NC1CCCc2c1[nH]c1ccc(Cl)cc21 (stereo unspecified)	i	-5	13	2	-4
38	COc1cccc(OC)c1C(=O)OCC(=O)Nc1cccnc1Cl	i	7	-5	11	43
39	CCC(C)C(=O)Nc1cccc(SC)c1 (stereo unspecified)	i	2	0	-36	16
40	COc1cccc(C2(CSc3nnc(-c4cc(OC)c(OC)c(OC)c4)o3)OCCO2)c1	i	8	-4	-7	36

cpd	GSK3A inh	HSF1 inhib	HSP90 refold inh	KLF5 inhibitor	GSK3beta inhib
33	5	-40	51*	-34	-5
34	·	4	4	-12	0
35	·	-10	7	6	-7
36	0	1	0	0	1
37	1	3	-1	-12	-4
38	1	-3	1	-9	4
39	5	0	2	-49	0
40	-3	-7	0	-8	-2

Full records as entered above:
NC(=O)NC1CCCc2c1[nH]c1ccc(Cl)cc21 (stereo unspecified) is listed with PolyA inhibitor: i; IEC-6 tox: -5; HSF-1 act: 13; aSyn UTR inh: 2; AI-2 QS mod: -4; GSK3A inh: 1; HSF1 inhib: 3; HSP90 refold inh: -1; KLF5 inhibitor: -12; GSK3beta inhib: -4
COc1ccc(OC)c2c1sc(=NC(=O)c1ccco1)n2C is listed with PolyA inhibitor: i; IEC-6 tox: 6; HSF-1 act: -4; aSyn UTR inh: -45; AI-2 QS mod: 6; GSK3A inh: 0; HSF1 inhib: 1; HSP90 refold inh: 0; KLF5 inhibitor: 0; GSK3beta inhib: 1

(cont.)
cpd	Compound	PolyA inhibitor	IEC-6 tox	HSF-1 act	aSyn UTR inh	AI-2 QS mod
41	COC(=O)c1cc(C)sc1NC(=O)c1ccco1	i	4	-20	3	12
42	COC(=O)c1cc2c(ccn2-c2ccc(F)cc2)n1CC(=O)OC(C)C	i	2	16	-2	20
43	COc1cccc(NCc2cc3c(C(C)(C)C)nn(-c4ccccc4)c3[nH]c2=O)c1	i	-4	4	24	6
44	O=C(N=C1SC2CS(=O)(=O)CC2N1c1ccc(Cl)c(Cl)c1)C1CCCO1 (stereo unspecified)	i	-2	0	-4	2
45	COc1ccccc1Nc1nnc(SCc2cc(=O)n3cc(C)ccc3n2)s1	i	-4	27	6	8
46	O=C(CSc1nnc(CNC(=O)c2ccccc2F)o1)NC1CCCC1	i	-12	5	-37	46
47	Cc1ccc(-c2csc3ncnc(Sc4nnc(CN5CCCCCC5=O)o4)c23)cc1	i	36*	36	-44	14
48	O=C(CSc1nc2cc(Cl)ccc2c(=O)n1Cc1ccco1)Nc1ccc(S(=O)(=O)N2CCOCC2)cc1	i	-3	79*	33	19

cpd	GSK3A inh	HSF1 inhib	HSP90 refold inh	KLF5 inhibitor	GSK3beta inhib
41	-1	-14	-1	-12	-1
42	-2	13	-2	7	2
43	-3	6	-2	-3	0
44	-2	3	-1	7	-1
45	-2	8	-3	-1	0
46	1	2	-3	-46	·
47	0	12	8	-11	1
48	-3	41	-1	-19	-1

Quoted from the listing:
Entry of `COC(=O)c1cc(C)sc1NC(=O)c1ccco1` in GSK3A inh: -1
Entry of `COc1cccc(NCc2cc3c(C(C)(C)C)nn(-c4ccccc4)c3[nH]c2=O)c1` in IEC-6 tox: -4

Other entries:
cpd	Compound	PolyA inhibitor	IEC-6 tox	HSF-1 act	aSyn UTR inh	AI-2 QS mod
49	OCCNC(=S)Nc1cccc(Cl)c1Cl	i	-4	-6	10	20
50	CN1CCc2c(sc3c2C(=O)NC(c2ccccc2)N3)C1 (stereo unspecified)	i	3	-4	7	8
51	COc1cc(C(=O)N2CCN(C(=O)Cc3ccccc3)CC2)cc(OC)c1OC	i	-7	11	7	16
52	CCN(CC)CCNC(=O)c1cn(CC)c2ccc(S(=O)(=O)N(C)C3CCCCC3)cc2c1=O	i	4	-1	-10	16
53	CC(NC(=O)Nc1ccccc1O)(C(F)(F)F)C(F)(F)F	i	-7	7	17	11
54	CCC(C)NS(=O)(=O)c1ccc(NC(=O)c2cccs2)cc1 (stereo unspecified)	i	-4	24	-35	17
55	O=C1CCCN2N=C(SCC(=O)Nc3cccc(Cl)c3)SC2=N1	i	-14	16	-13	-36
56	Cc1nnc(SC(C)C(=O)NC2CCCCC2C)s1 (stereo unspecified)	i	·	-30	5	-2
57	Cc1ccc(N(CC(=O)N2CCCC2)S(C)(=O)=O)cc1C	i	-1	3	-5	3
58	O=c1oc(/C=C/c2ccc([N+](=O)[O-])s2)nc2ccccc12	i	-6	46	-37	27

cpd	GSK3A inh	HSF1 inhib	HSP90 refold inh	KLF5 inhibitor	GSK3beta inhib
49	-2	-6	-3	2	-1
50	14	0	2	-5	-1
51	-2	0	1	6	1
52	3	-2	2	-5	6
53	-5	13	9	-30	0
54	0	-4	-3	2	2
55	0	13	-6	-7	-2
56	2	-13	·	·	0
57	-3	-6	4	-14	4
58	-3	11	-2	-26	2

A portion of the library; rates above refer to the full screens.
